APJ ag – activates the human apelin receptor APJ; P35414; CHO-K1 APJ PathHunter beta-arrestin, luminescence; 0% DMSO wells, 100% apelin; activation, % at 20 µM; actives 0.11% (n = 330,000); AID 2520;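 active = activation more than six SD over the plate average, tested at 20 µM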;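 note: 0% = DMSO alone and 100% = apelin-13 at 10 nM; some results filed as inactive read as strong as hits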
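Test system: CHO-K1 APJ beta-arrestin complementation cell line | Compound: Single test compound dose, 20 µM final, 1% DMSO | Incubation: Compound 90 min 25 °C, reagent 1 h | Measured by: beta-gal luminescence | Read-out basis: APJ–arrestin association signal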
tim23-1 inh – growth inhibitors of tim23-1 mutant yeast. S. cerevisiae tim23-1 growth, BacTiter-Glo luminescence, 24 h. inhibition, % at 20 µM. actives 1.3% (n = 330,000). AID 463212;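 active = growth inhibition of the mutant yeast at or above 50%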;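 note: temperature-sensitive mutant grown at 25 °C; plate controls were DMSO-treated mutant yeast for no effect and medium wells lacking yeast for full effect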
CCR6 antagonist – blocks CCL20-driven beta-arrestin recruitment at human CCR6; P51684; CHO-K1 CCR6 PathHunter beta-arrestin, luminescence, CCL20-stimulated; inhibition, % at 20 µM; actives 0.49% (n = 340,000);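 active = compounds whose inhibition of the agonist-driven luminescence signal at 20 µM reaches about 50%, limit read from the data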;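 note: cells stimulated with CCL20 at 14 nM final; plate controls were DMSO with CCL20 for no effect and DMSO without agonist for full effect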
CXCR6 inh – blocks human CXCR6 beta-arrestin recruitment; inhibition, % at 20 µM; CHO-K1 PathHunter CXCR6 beta-arrestin, luminescence; AID 602244; actives 0.36% (n = 360,000); in the data active = inhibition above about 34%, passing the limit was not always enough;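 note: antagonist mode with CXCL16 agonist at 10 nM final; 0% = 10 nM CXCL16 with DMSO and 100% = unstimulated wells without agonist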
Target sequence (O00574 whole entry, looked up): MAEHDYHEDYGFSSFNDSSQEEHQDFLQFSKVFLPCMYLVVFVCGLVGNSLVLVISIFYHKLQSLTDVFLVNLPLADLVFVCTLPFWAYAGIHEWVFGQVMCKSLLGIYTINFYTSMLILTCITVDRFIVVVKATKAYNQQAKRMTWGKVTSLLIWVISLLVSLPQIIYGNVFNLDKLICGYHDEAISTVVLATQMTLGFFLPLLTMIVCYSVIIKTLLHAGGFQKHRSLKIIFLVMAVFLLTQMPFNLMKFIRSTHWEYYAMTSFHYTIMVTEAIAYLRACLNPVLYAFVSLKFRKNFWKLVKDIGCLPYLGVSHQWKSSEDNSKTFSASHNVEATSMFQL
APJ antagonist – antagonists of human APJ apelin receptor | actives 0.32% (n = 330,000) | inhibition, % at 20 µM | CHO-K1 APJ beta-arrestin complementation, luminescence | P35414;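 active = inhibition above about 40% at 20 µM, limit read from the data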;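 note: cells challenged with 10 nM apelin-13 agonist together with compound; plate controls were apelin-13 plus DMSO wells for no effect and DMSO wells lacking apelin-13 for full effect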
EBI2 antag – EBI2 (human) antagonism. actives 0.81% (n = 360,000). AID 651636. inhibition, % at 5 µM. EBI2 beta-arrestin recruitment, luminescence, 7a,25-OHC stimulated; in the data active = inhibition above about 38%;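 note: enzyme fragment complementation signal reports receptor beta-arrestin coupling in cells; 0% = agonist plus DMSO wells and 100% = wells without agonist; some results beyond the cut were filed as inactive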
Target sequence (P32249 whole entry, looked up, the tested form may be a part): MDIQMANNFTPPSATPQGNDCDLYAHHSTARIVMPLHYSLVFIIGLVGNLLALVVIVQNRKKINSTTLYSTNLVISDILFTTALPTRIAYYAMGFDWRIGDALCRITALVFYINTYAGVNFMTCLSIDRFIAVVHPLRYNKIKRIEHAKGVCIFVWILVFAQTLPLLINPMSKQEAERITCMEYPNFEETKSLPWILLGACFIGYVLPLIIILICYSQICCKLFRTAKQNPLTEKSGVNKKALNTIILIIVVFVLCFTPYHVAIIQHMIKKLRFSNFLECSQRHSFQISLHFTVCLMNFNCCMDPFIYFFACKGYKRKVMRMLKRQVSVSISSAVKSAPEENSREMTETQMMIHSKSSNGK
CHOP UPR activ – apoptotic UPR (CHOP) activation | CHO-CHOP luciferase reporter, luminescence; percent of tunicamycin response over DMSO baseline | activation, % at 10 µM | actives 0.34% (n = 330,000) | AID 449763;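 active = at 10 µM dose, activation of 40% or more, normalized to positive control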;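 note: 100% = tunicamycin at 10 µg/mL and 0% = DMSO alone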
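Assay system: CHO-CHOP cells, stable luciferase reporter of PERK-eIF2a-CHOP signalling / Buffer or medium: F12 plus 10% serum / Compound dosing: one dose, 10 µM in 0.5% DMSO / Times: 6 h compound treatment, 37 °C / Technique: luciferase luminescence / Read-out: % reporter activation, DMSO baseline versus tunicamycin full activation / Benchmarks: tunicamycin and DMSO controls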
XBP1 UPR activ – activators of adaptive arm of unfolded protein response (XBP1) | activation, % at 20 µM | CHO-XBP1 luciferase reporter, IRE1-XBP1 UPR activation, luminescence; percent of tunicamycin response, DMSO as zero | actives 0.33% (n = 330,000);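 active = versus positive control, 20 µM dose yields 30% or more activation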;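 note: 100% = tunicamycin at 10 µg/mL and 0% = DMSO only wells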
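Assay system: IRE1-XBP1 luciferase reporter CHO line. Input: 1000 cells/well. Buffer or medium: F12 with 10% serum. Doses: 20 µM, 1% DMSO. Times: overnight seeding at 37 °C, 6 h compound treatment at 37 °C. Technique: Steady-Glo luciferase glow luminescence, 10 min after reagent addition.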
Mdm2 MdmX PPI – disrupts the human Mdm2-MdmX interaction; SaOS-2 split-luciferase Mdm2/MdmX complementation, luminescence; O15151+Q00987; actives 3% (n = 330,000); inhibition, % at 8 µM; AID 485346;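 active = inhibition of at least 50% at 8 µM in the primary screen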
Active calls of the source: *; · = not tested or not shown. The list is partial; rates above refer to the full screens.

SMILES,XBP1 UPR activ,CHOP UPR activ,Mdm2 MdmX PPI,CCR6 antagonist,CXCR6 inh,APJ antagonist,EBI2 antag,tim23-1 inh,APJ ag
CC(O)[C@H]1CN=C(N)N1CCc1cc(C(F)(F)F)cc(C(F)(F)F)c1 (stereo partly specified),0,-0.5,21,-2,2,17,8,2,0
O=C(C[C@H]1C/C=C\CC[C@H](Cc2ccc(F)cc2)C(=O)O[C@@H](c2ccccc2)CNC1=O)N[C@@H](CO)Cc1ccccc1,3,0.2,44,2,-17,8,14,13,-2
CCNc1nnc(SCC(=O)NC2CCCCCC2)s1,2,-0.9,6,-3,10,8,6,25,6
CCN(Cc1ccc2c(c1)OCCO2)C(=O)CSc1nc(C)nc2sc(C)c(C)c12,-3,-0.7,6,9,-18,-18,-3,33,1
Cc1nn(-c2ccccc2)c(Cl)c1/C=N/NS(=O)(=O)c1ccc(Br)cc1,-1,-1.1,-20,4,11,5,-6,45,-1
O=C(COC(=O)CNC(=O)C1CCCCC1)NCc1ccccc1,-2,-1.5,17,-5,2,-55,2,-11,-2
COc1ccc(N2CCN(C3CCN(S(=O)(=O)c4ccc(F)cc4)CC3)CC2)cc1,-4,-1.5,-13,0,3,10,-4,12,-2
CCOc1cccc2sc(N(CCN(CC)CC)C(=O)c3cccc([N+](=O)[O-])c3)nc12,-1,0.9,22,1,-11,12,0,-10,-7
O=C(CN(Cc1ccccc1)C(=O)CNS(=O)(=O)c1ccccc1)NCC1CCCO1 (stereo unspecified),7,1.8,-7,4,-1,-10,4,12,-1
CCN(CC)c1ccc(/C=C/c2cccc[n+]2C)c(OC)c1,-3,1.0,91*,23,16,8,-11,0,-2
O=CC1=C(c2ccccc2)Oc2ccccc2O1,37*,67*,57*,4,2,12,-39,23,5
CC(=O)NC(CCS(C)(=O)=O)C(=O)Nc1ccc(F)cc1Cl (stereo unspecified),-3,-2.5,16,4,7,17,-13,-14,-4
COc1ccc(C(=O)/C=C/c2ccc(OC3CSC3)cc2)cc1,1,0.1,-2,14,6,1,60*,25,-1
CCOC(=O)N1CCC(NC(=O)C2CCCN(S(=O)(=O)c3cccc4nsnc34)C2)CC1 (stereo unspecified),-2,-0.8,-10,13,-2,-2,-2,10,4
COC(=O)c1cc(S(=O)(=O)NCc2cccs2)c[nH]1,-3,1.5,5,-4,2,0,-5,3,0
CC(=O)Nc1ccc(S(=O)(=O)Nc2ccccc2C(=O)NCc2cccnc2)cc1,-3,-0.1,-15,11,-2,14,2,-1,-3
CC(C)CC1=NC(C(F)(F)F)(C(F)(F)F)c2c(n(CC(C)C)c(=O)[nH]c2=O)N1,-3,0.8,9,1,3,-4,-12,0,1
CC(C)C[C@H](NC(=O)N1CCn2c1nc1ccccc12)C(=O)NCCc1ccccc1,-1,-1.0,23,7,1,17,8,17,0
COc1cc(CNS(=O)(=O)CCl)cc(OC)c1OC,-2,1.4,-8,-5,0,5,-1,-21,-3
COc1ccc(NC(=O)CSCC(=O)N(C)Cc2ccc3c(c2)OCCO3)cc1,-3,-1.4,13,9,-1,-4,0,27,-4
Cn1cccc1C(=O)Nc1ccc(Cl)c(S(=O)(=O)N2CCCCC2)c1,-2,0.1,5,-2,-8,-5,11,38,-1
CC(C)NC(=O)Nc1ccc2c(c1)C(=O)N([C@H](C)CO)C[C@H](C)[C@@H](CN(C)S(=O)(=O)c1cccs1)O2,0,-1.3,-7,15,0,-11,-8,3,-2
Brc1ccc(CSc2nccn2-c2ccccc2)cc1,4,-1.4,-8,19,2,17,12,9,0
O=C(CCC(=O)c1cccs1)Nc1nnc(C2CC2)s1,1,0.8,17,-11,-7,13,-4,-6,-3
O=C(O)c1cc2ncc(CCO)cn2n1,3,-0.6,-9,5,-8,-7,-6,8,0
COc1ccc(NC(=O)COC(=O)c2ccc(OCc3ccc(Cl)cc3Cl)c(OC)c2)c(OC)c1,29,0.6,34,1,-1,2,-1,0,1
O=C(c1ccc2ncsc2c1)N1CCN(c2nc3ccccc3s2)CC1,-7,-2.9,16,8,-8,14,6,12,1
CCC(c1nnc(SCC(=O)Nc2c(F)cccc2F)n1Cc1ccccc1)N(C)C (stereo unspecified),0,0.1,17,20,3,12,1,30,11
CN(C(=O)CC1C(=O)NCCN1Cc1ccc(F)cc1)C1CCOCC1 (stereo unspecified),-1,1.7,-14,10,7,-31,7,-4,-1
CC(C)(C)OC(=O)C[C@@H]1C/C=C\C[C@H](CC(=O)N[C@@H](CO)Cc2ccccc2)C(=O)N[C@H](C(C)(C)C)COC1=O,1,1.2,-8,4,4,10,-4,-3,-2

SMILES,XBP1 UPR activ,CHOP UPR activ,Mdm2 MdmX PPI,CCR6 antagonist,CXCR6 inh,APJ antagonist,EBI2 antag,tim23-1 inh,APJ ag
COc1cc(OC)cc(-c2cc3nc(C)c(CCC(=O)Nc4nc(C)cs4)c(C)n3n2)c1,-5,-2.8,15,-12,-4,-88,3,-14,3
COc1cc(Br)cc(CN2CCN(c3ncccn3)CC2)c1O,-4,0.3,10,7,10,18,8,25,-3
CCN(C[C@H]1N[C@@](Cc2ccccc2)(C(=O)OC)[C@H]2C(=O)N(Cc3ccccc3)C(=O)[C@@H]12)S(=O)(=O)c1ccc(OC(F)(F)F)cc1,-4,1.0,14,7,0,9,8,1,-2
O=C(O)C1C2C=CC(C2)C1C(=O)NCc1ccc(Cl)c(Cl)c1 (stereo unspecified),-2,-2.0,20,-7,4,-5,-8,0,-1
O=C1COc2ccc(C(=O)COC(=O)c3sc4ccccc4c3Cl)cc2N1,47*,-1.7,20,-4,-5,11,-1,-11,-1
C=CCn1c(CSc2nc3ccccc3s2)n[nH]c1=S,1,-2.5,3,-15,18,4,11,14,-4
COc1ccccc1C(=O)Nc1ccnn1C1CCN(Cc2cn(C)c3ccccc23)CC1,3,1.3,43,-3,-6,0,7,7,-4
CC(CCc1ccccc1)NC(=O)/C=C/c1ccc(F)cc1 (stereo unspecified),-3,-1.0,10,·,·,9,·,14,0
Cc1ccc(S(=O)(=O)N2[C@@H](c3ccccc3F)C(C(=O)O)=CC[C@H]2c2ccc(C(C)C)cc2)cc1,3,-1.4,0,-1,9,4,-5,5,-1
O=C(COC(=O)c1cc(Cl)ccc1O)Nc1ccccc1C(=O)NC1CC1,0,-1.1,23,4,2,-7,-4,0,-3
N#Cc1cn(CCOC(=O)c2cccc(C(F)(F)F)c2)c(=O)[nH]c1=O,-4,-0.6,6,0,-10,-28,-8,-5,-2
O=c1c2ccccc2c(=O)n(Cc2ccccc2)n1Cc1ccccc1,-3,1.1,-3,25,-4,-22,-3,20,-4
COC(=O)c1ccc(Oc2coc3cc(OCc4ccc([N+](=O)[O-])cc4)ccc3c2=O)cc1,-4,-0.3,6,7,6,2,11,10,-4
Cc1cccc(NS(=O)(=O)c2cccc(C(=O)NCC3(N4CCCCC4)CCCCC3)c2)c1,-3,-1.0,-5,12,12,19,7,3,-5
O=C(CSc1nnnn1-c1ccccc1F)Nc1nc2ccccc2s1,1,0.8,45,-1,-8,-12,0,1,0
Cc1ccc(C(=O)NNc2nc3ccccc3nc2C(F)(F)F)cc1,-4,-0.3,13,9,4,20,-7,10,-4
Cc1c(NS(=O)(=O)c2ccc(Cl)c(C(=O)OCC(=O)NCc3ccco3)c2)c(=O)n(-c2ccccc2)n1C,-2,0.0,-14,-3,-2,49*,-5,22,0
CN1CCN(c2ccc(NC(=O)c3cc(S(N)(=O)=O)ccc3N3CCOCC3)cc2)CC1,0,0.3,-1,-6,-7,-41,-11,-37,-1
Cc1ccc(S(=O)(=O)Nc2ccc(S(=O)(=O)Nc3cc(C)nc(C)n3)cc2)cc1,-2,1.3,-4,6,12,17,-12,0,-3
O=C(CCc1nnc2n(Cc3ccc(Cl)cc3)c(=O)c3ccccc3n12)NCCN1CCCC1,-7,-0.8,31,9,14,7,4,3,-1
O=C(COC(=O)c1cccc(S(=O)(=O)Nc2ccc(F)cc2)c1)NCCN1C(=O)CSC1=O,-3,1.0,5,10,-7,12,-2,-4,-3
CC/C(=N\NC(=O)c1cccnc1)c1ccc2c(c1)OCCO2,-3,-0.6,-4,4,-5,-7,-2,12,0
COc1ccc(-n2nc(C(=O)NCC(=O)NCCCN3CCC(C)CC3)c3ccccc3c2=O)cc1Cl,-2,1.0,-5,27,-6,7,6,9,-1
CCN(CC)C(=O)CSc1nnc(SCc2ccc(Cl)cc2)s1,0,0.9,15,6,-2,7,-4,17,-2
COc1cc(C(=O)Nn2cnnc2)ccc1OC(F)F,1,-2.4,13,15,4,-14,3,12,-3
O=C(N1CCOCC1)N1c2ccccc2CC(N2CCOCC2)c2ccccc21 (stereo unspecified),1,-0.9,5,11,8,8,-18,19,-6
CC1=C(Sc2nc3ccccc3[nH]2)C(=O)NC(C)(C)C1,1,2.6,-19,-1,9,10,-8,-6,0
Nc1nnc(SCC(=O)Nc2nnc(-c3ccccc3)o2)s1,-4,-0.4,11,1,5,23,-3,-2,-1

High-throughput results deposited in PubChem by Sanford-Burnham Center for Chemical Genomics.
